mHTT CaM bind – mutant huntingtin-calmodulin interaction inhibitors – biochemical, AlphaScreen, primary screen. AID 1671202, 2021. actives 3.6% (n = 190,000). AlphaScreen His-mHTT/GST-CaM binding, luminescence. inhibition, % at 15 µM. P42858;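 note: 0% = both proteins with DMSO and 100% = one protein alone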
Pf apPOL inh – Pf-apPOL inhibitors, biochemical, fluorescence. Plasmodium falciparum apicoplast DNA polymerase (apPOL). Recombinant Pf-apPOL, molecular beacon fluorescence, 1.5 h. inhibition, % at 10 µM. actives 0.25% (n = 210,000)
Starred values were filed as active, the others as inactive; / = no result given; & = joins results of further samples. Cut-off read from the data, not from the text of the source: active = inhibition above about 50%; inactive = the rest. Outcome played no part in choosing rows; about 3.5% have a hit in one of these screens.

SMILES | mHTT CaM bind | Pf apPOL inh
Cc1oc(C2CCN(C(=O)c3ccco3)CC2)nc1C(=O)N1CCCCC1 | -2 | -5
O=C(CSc1ccc(-c2cccs2)nn1)NCc1ccco1 | -3 | -3
Cc1cc(OC(C)c2nc(-c3nonc3N)no2)ccc1Cl (stereo not drawn) | -20 | -5
CCC1CN(C(=O)Nc2ccc(OC)cc2OC)c2ccccc2O1 (stereo not drawn) | 2 | 1
Cc1ccccc1CNC(=O)CCC1CCCN(C(=O)Nc2ccccc2F)C1 (stereo not drawn) | -1 | -3
COc1ccc(OC)c(CNC(=O)C2CCN(c3cncnc3N3CCCCC3)CC2)c1 | 27 | 4
Cc1ccc(S(=O)(=O)Nc2c(Br)cc(Br)c3cccnc23)cc1 | -4 | -3
CN(C)c1ccc(-c2ccncc2)cc1 | -2 | 6&-6
COc1ccc(-n2ccc(-c3ccccc3)nc2=S)cc1 | / | -3
OC(C#CC(O)(c1ccccc1)c1ccccc1)c1ccc(F)cc1 (stereo not drawn) | 19 | -3
CCC1CN(C(=O)Nc2cc(C)ccc2C)c2ccccc2O1 (stereo not drawn) | 2 | 1
Cc1cccc(CNC(=S)O[C@H]2CCC23CCC(c2ccccc2)CC3)c1 (stereo partly drawn) | -40 | -9
O=C1Nc2cc(Cl)c(Cl)cc2N(O)N1c1cccc(C(F)(F)F)c1 | 5 | -6
COc1ccccc1OCc1nc2ccccc2n1CC(C)C | -2 | 6
CCC1SC(=Nc2ccccc2)N(S(=O)(=O)c2ccc(C)cc2)C1=O (stereo not drawn) | 5 | 6
COc1ccc(C(=O)N=C2C=C(C)C(=O)C(C)=C2)cc1 | 0 | 4
Cc1cc(C)c(S(=O)(=O)n2nnc3ccccc32)cc1C | -8 | -2
Fc1ccc(NC(=S)N2CCN(C(=S)Nc3ccc(F)cc3)CC2)cc1 | -7 | /
CC(C)OC(=O)COc1ccc2c(c1)OC(=Cc1ccccc1Cl)C2=O | -3 | -3
Cc1ccc(C2=NN(CCC(=O)NC3CC3)C(=O)CC2)cc1 | -3 | -14
Nc1nc2n(n1)C(c1c(F)cccc1Cl)CC(c1ccccc1)N2 (stereo not drawn) | 3 | 0
CC(=O)N1N=C(c2c(-c3ccccc3)c3cc(Cl)ccc3[nH]c2=O)CC1c1ccccc1F (stereo not drawn) | 18 | -2
O=C1C2CCCN2C(c2ccc(Cl)cc2Cl)N1c1nccs1 (stereo not drawn) | 9 | -1
COc1cc(CC(=O)N2CCCC2c2ccc(Cl)cc2)cc(OC)c1OC (stereo not drawn) | 5 | 1
OCc1nc2ccccc2n1Cc1ccc(Br)cc1 | 7 | -1
COc1cc(CN2CCN(c3ccc(Cl)cc3)CC2)cc(OC)c1OC | 12 | -2
O=C(Nc1ccc(O)cc1)C(=O)NC1CCCCCC1 | 28 | -2
O=C(NCCO)C(=O)Nc1cccc(F)c1 | -16&-6 | -4&-10
COc1ccc(C(=O)N2CCCC2c2nc(C(C)C)n[nH]2)c(OC)n1 (stereo not drawn) | -5 | -7
COc1ccc(C(=O)/C=C/Nc2ccccc2[N+](=O)[O-])cc1 | 15 | 6
COc1ccc(CC(=O)N2CCCC2c2ccc(Cl)cc2)cc1 (stereo not drawn) | 7 | -3
CC1(C)CC(=O)C2=C(C1)Nc1ccccc1NC2c1cc2c(cc1[N+](=O)[O-])OCO2 (stereo not drawn) | 16 | -1
COc1cc(-c2nnc(SC)n2-c2ccc3c(c2)OCO3)cc(OC)c1OC | 4 | /
O=C(CC1Sc2ccccc2NC1=O)Nc1cccc(C(F)(F)F)c1 (stereo not drawn) | 1 | 8
CCCOc1cn(-c2ccc(F)cc2)nc1C(=O)NCc1ccc2c(c1)OCO2 | 6 | -31
CC(C)NCC(O)c1ccc(NS(C)(=O)=O)cc1 (stereo not drawn) | / | 10
COc1ccc(NC(=O)CSc2nc(O)cc(=O)n2-c2ccccc2OC)cc1 | 19 | 4
FC(F)(F)c1cccc(Nc2nc(Cl)nc(NCc3ccco3)n2)c1 | -2 | 3
NC(=O)NC(Cc1c[nH]c2ccccc12)C(=O)O (stereo not drawn) | 0 | -9
CCOc1ccc(C=C2Oc3cc(OCC(=O)OC)ccc3C2=O)cc1 | 2 | 9
Cc1oc2ccn(Cc3ccc(F)cc3)c(=O)c2c1C(=O)NC(C)C | 80* | -5
COc1cc2c(C(=O)N3CCC(C(N)=O)CC3)cn(C)c(=O)c2cc1OC | 0 | -1
O=C(Nc1ccccc1Br)N1CC2CCCN2c2ccccc21 (stereo not drawn) | 74* | 2
O=C(NC1CC2CC1CN2C(=O)c1ccc(C(F)(F)F)cc1)c1cccs1 (stereo not drawn) | 12 | 0
COc1ccc2cc(C(=O)N3CCc4c(c(C(=O)NCc5ccccc5)nn4C)C3)[nH]c2c1 | 37 | -2
CC(=O)N1c2ccc(S(=O)(=O)Nc3ccc(C)c(C)c3)cc2CC1C (stereo not drawn) | 7 | -11
CCN(CC)c1ccc(NC(=O)C2CCCCC2)c(N(CC)CC)n1 | / | 7
CCn1cc(C(=O)NCCN(C)C)c2cc(OC)c(OC)cc2c1=O | -3 | -2
O=C1CCCN2N=C(SCC(=O)Nc3ccc(Cl)cc3)SC2=N1 | 1 | 1
CCn1ccc(C(=O)N2CCCC2c2nc(-c3cccc(Cl)c3)no2)n1 (stereo not drawn) | 10 | -3
O=C(COc1cccc(Cl)c1)N1CCOCC1 | -5 | -1
O=C(Nc1nc(-c2ccc3c(c2)OCCO3)cs1)c1coc2ccccc2c1=O | -2 | -2
COc1ccc(Cl)cc1NC(=O)c1c(-c2ccccc2Cl)noc1C | -43 | -2
COc1ccc(N2C(=O)CSC2c2ccc(C(C)C)cc2)cc1 (stereo not drawn) | 6 | -9
Cc1ccc2oc(C(Cl)(Cl)Cl)cc(=O)c2c1 | 2 | -1
O=C(c1cccs1)N1CCCN(c2nc3ccccc3nc2-c2ccccc2)CC1 | -36 | 6
COC(=O)C1=C(C)NC2=C(C(=O)CC(c3ccc(F)cc3)C2)C1c1ccc(N(C)C)cc1Cl (stereo not drawn) | / | -10&-8
COc1ccccc1CC(=O)N1CCN(c2cccc3[nH]ccc23)CC1 | / | -3
COc1ccc(-c2c(C)[nH]n3c(=O)cc(-c4ccc([N+](=O)[O-])cc4)nc23)cc1 | 53* | -3
CC(=O)Nc1nnc(CCS(=O)(=O)c2ccc(Cl)cc2)s1 | 0&-5 | -1&0
The list goes on:
SMILES | mHTT CaM bind | Pf apPOL inh
C(=C\CSC1=NCCN1)/CSC1=NCCN1 | 0&0 | -4&-113
CCOC(=O)N1CCN(CC(O)COc2ccc(CC)cc2)CC1 (stereo not drawn) | 10 | 0
COc1ccccc1OCC(=O)Nc1ccc(OCC(=O)O)cc1 | 3 | -2
COc1ccc(C(=O)NC(C)c2ccccc2)cc1I (stereo not drawn) | -12 | -4
O=C(O)CC1(CC(=O)Nc2ccc3[nH]c(=O)nc(-c4ccccc4)c3c2)CCCC1 | 14 | -7
CCNCCC1=CCCCC1 | -5 | 7
CCc1ccc(-c2csc(/C(C#N)=C/Nc3ccc(OC)cc3)n2)cc1 | -1 | 3
CNC(=O)Cc1ccc(-n2c(C)nc3cccnc32)cc1 | 9 | 0
Cc1[nH]c2ccccc2c1C(=O)C(=O)NCCC1=CCCCC1 | 5 | -18
CCc1nc2c(c(=O)n1CC(=O)NCc1ccc(C)c(C)c1)CN(Cc1ccccc1)CC2 | 9 | 12
O=C(CCc1ccccc1)Nc1ccc(NC(=O)c2ccco2)cc1 | -1 | -3
Nc1n[nH]c(C2CC2)c1N=Nc1ccc(Cl)cc1 | / | 4
N#CC(=C1CCCC1)c1nc(-c2cc3ccccc3oc2=O)cs1 | -3 | 5
COc1cccc(-c2nc(S(=O)(=O)c3ccccc3)c(N3CCCCC3)o2)c1 | 5 | 3
Cc1cccnc1NC(=O)c1ccc(S(=O)(=O)Nc2ccc(OC(F)(F)F)cc2)o1 | -8 | -6
Cc1cccc(CNC(=O)c2nn(C)c3c2CN(C(=O)CC(C)C)CC3)c1 | 49 | -4
CC(=O)N(Cc1cc(N)ccc1N(C)C)C1CC1 | 13 | 4
Cc1cccc(CNC(=O)c2c(C)noc2-c2cccc(C(F)(F)F)c2)c1 | -7 | -4
Cc1ccc(/C=C2\C(=O)Nc3ccc(Br)cc32)s1 | 34 | -2
Cc1ccc(C)n1-c1ccc(Cl)c(C(=O)NN)c1 | 36 | 9
CC(NC(=O)C1CCN(c2nccn3nc(-c4ccccc4)cc23)CC1)c1ccc(F)cc1 (stereo not drawn) | -3 | -5
O=C(Cn1cnc([N+](=O)[O-])n1)Nc1cc(C(F)(F)F)ccc1Cl | 0 | 2
O=C(c1ccccc1)c1cccnc1 | / | 1
Cc1ccccc1CNC(=O)Cn1cccc1-c1nc(-c2ccccc2)cs1 | -3 | -1
CC1(C)CC(NC(=O)c2cccc(I)c2)CC(C)(C)N1 | -2 | -2
Cc1[nH]c2ccccc2c1SCCNC(=O)c1c(F)cccc1F | 12 | -8
Cc1onc(-c2ccccc2Cl)c1C(=O)Nc1ccc(Cl)c(Cl)c1 | 80* | -7
O=C(CSc1nc2cc(Cl)ccc2s1)Nc1ccc2c(c1)OCO2 | 1 | -8
O=C(NCc1ccccc1)C1=C2CCCN2c2ccccc2S1(=O)=O | -2 | -2
Cc1cc([N+](=O)[O-])ccc1NC(NC(=O)c1ccco1)C(=O)c1ccccc1 (stereo not drawn) | 7 | -2
CCCNC(=O)C1CCN(c2nc3ccsc3c(=O)n2-c2cccc(OC)c2)CC1 | 4 | 0
O=C(CCCOc1ccccc1)n1nnc2ccccc21 | 16 | -7
Cc1cc(Br)ccc1NC(=O)c1ccc(F)cc1 | -14 | 4
COC(=O)c1ccc(NC(=O)C(=O)NCC2CCN(S(C)(=O)=O)CC2)cc1 | -4 | 0
O=C(c1ccc(C(=O)N2CCc3ccccc32)s1)N1CCc2ccccc21 | -5 | -3
CC1CCN(CCCNC(=O)c2cc3c(s2)CN(C2CCCC2)C3)CC1 | -8 | -5
COc1ccc(C(=O)N2CC3(C)CC2CC(C)(C)C3)cc1 (stereo not drawn) | -12 | -1
Nc1cc(=O)[nH]n1C1CCCCC1 | -5 | /
O=C(c1cn2c(n1)CCCC2)N1CCCC1 | 17 | 3
Cc1oc2cc3oc(=O)c4c(c3cc2c1-c1ccccc1)CCC4 | -9 | 14
O=C(NCCc1ccccc1)c1csc2c1CCCCC2 | -9 | -1
CSc1nsc(SC)c1C(=O)NCCNC(=O)c1ccc(C)cc1 | -2 | -2
Cc1ccc(C(=O)N2CCN(C(=O)c3ccc([N+](=O)[O-])cc3)C2c2ccc(N(C)C)cc2)cc1 (stereo not drawn) | 46 | 0
Cn1c(=O)c2c(nc(N3CCOCC3)n2CCCNC2=NCCCC2)n(C)c1=O | -3 | 1
Cc1ccc(N2C(=O)C(C)SC23C(=O)Nc2ccccc23)cc1Cl (stereo not drawn) | -6 | -2
NC(=S)Cc1c(Cl)sc2ccc(Cl)cc12 | / | -2
CC1CCN(C(=O)CSc2cn(Cc3ccc(F)cc3)c3ccccc23)CC1 | 83* | -2
COc1ccc(Cl)cc1NC(=O)c1c(NCc2ccncc2)sc2c1CCC(C)C2 (stereo not drawn) | 73* | -15
COc1ccc(-c2cc(=O)n(-c3nc4ccccc4s3)[nH]2)cc1 | 41 | 6
Cc1ccc(C=C2Oc3cc(OCC(=O)OC(C)C)ccc3C2=O)cc1 | 6 | -9

Not a retest: an excerpt of the list.
SMILES | mHTT CaM bind | Pf apPOL inh
Cc1cc([N+](=O)[O-])ccc1NC(NC(=O)c1ccco1)C(=O)c1ccccc1 (stereo not drawn) | 7 | -2
CCCNC(=O)C1CCN(c2nc3ccsc3c(=O)n2-c2cccc(OC)c2)CC1 | 4 | 0
O=C(CCCOc1ccccc1)n1nnc2ccccc21 | 16 | -7
Cc1cc(Br)ccc1NC(=O)c1ccc(F)cc1 | -14 | 4
COC(=O)c1ccc(NC(=O)C(=O)NCC2CCN(S(C)(=O)=O)CC2)cc1 | -4 | 0
O=C(c1ccc(C(=O)N2CCc3ccccc32)s1)N1CCc2ccccc21 | -5 | -3
CC1CCN(CCCNC(=O)c2cc3c(s2)CN(C2CCCC2)C3)CC1 | -8 | -5
COc1ccc(C(=O)N2CC3(C)CC2CC(C)(C)C3)cc1 (stereo not drawn) | -12 | -1
Nc1cc(=O)[nH]n1C1CCCCC1 | -5 | /
O=C(c1cn2c(n1)CCCC2)N1CCCC1 | 17 | 3
Cc1oc2cc3oc(=O)c4c(c3cc2c1-c1ccccc1)CCC4 | -9 | 14
O=C(NCCc1ccccc1)c1csc2c1CCCCC2 | -9 | -1
CSc1nsc(SC)c1C(=O)NCCNC(=O)c1ccc(C)cc1 | -2 | -2
Cc1ccc(C(=O)N2CCN(C(=O)c3ccc([N+](=O)[O-])cc3)C2c2ccc(N(C)C)cc2)cc1 (stereo not drawn) | 46 | 0
Cn1c(=O)c2c(nc(N3CCOCC3)n2CCCNC2=NCCCC2)n(C)c1=O | -3 | 1
Cc1ccc(N2C(=O)C(C)SC23C(=O)Nc2ccccc23)cc1Cl (stereo not drawn) | -6 | -2
NC(=S)Cc1c(Cl)sc2ccc(Cl)cc12 | / | -2
CC1CCN(C(=O)CSc2cn(Cc3ccc(F)cc3)c3ccccc23)CC1 | 83* | -2
COc1ccc(Cl)cc1NC(=O)c1c(NCc2ccncc2)sc2c1CCC(C)C2 (stereo not drawn) | 73* | -15

Source: PubChem BioAssay
